# UDG counter – UDG inhibition counter-screen | Potency, µM (top dose mostly 115 µM), for inactives: at the top dose activity change, negative = inhibition, most hits filed as inhibitors | FRET deamination/UDG coupled assay, UDG read, 4 h | actives 0.14% (n = 91,000) | AID 1347430; also: nearly all actives have a fitted effect of over 65% in size
# AID inh – inhibitors of human activation induced cytidine deaminase; AID deamination FRET fluorescence, UDG-coupled, 4 h; actives 0.32% (n = 91,000); Q9GZX7; Potency, µM (highest dose often 115 µM), for inactives: top-dose activity change, negative = inhibition, most hits filed as inhibitors; also: nearly all actives have a fitted effect of over 25% in size
# Target sequence (Q9GZX7 whole entry, looked up): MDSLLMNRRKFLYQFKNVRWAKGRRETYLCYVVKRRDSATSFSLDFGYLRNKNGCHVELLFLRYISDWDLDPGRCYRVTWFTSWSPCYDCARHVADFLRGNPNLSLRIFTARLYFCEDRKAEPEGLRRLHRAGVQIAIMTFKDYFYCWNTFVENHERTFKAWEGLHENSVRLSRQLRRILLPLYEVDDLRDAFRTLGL
# Starred values were filed as active, the others as inactive; ? = inconclusive; & = joins results of further samples; [ ] = dose if it differs, or a comment. Calls follow the shape of the dose curve; as a rule, active = well fitted curve in the direction sought with a large enough effect; inconclusive = small, poorly fitted or top-dose-only effect, or another doubt; inactive = no such curve, though single readings can be large; an effect the other way counts as inactive or inconclusive. % is scaled to controls: 0 for no effect and ±100 for the full control effect; potency is read from the fitted curve at half-maximal effect. The list is partial. The share of hits here may be higher or lower than overall.
SMILES,UDG counter,AID inh
O=C(CSc1nnc(-c2ccc(Cl)cc2)n1Cc1ccco1)N1CCOC1=O,-13%,-7%
CCc1cccc2c(C(=O)C(=O)Nc3cccc(F)c3)c[nH]c12,-1%,0%
O=C(O)CCC(=O)c1cccc(Br)c1,-6%,-4%
Cc1ccccc1NS(=O)(=O)c1ccc2[nH]cc(C(=O)NCCc3ccccc3)c(=O)c2c1,-2%,6%
Cc1ccc(NC(=O)CN(C)C(=O)CCc2ncc(-c3ccccc3)o2)cc1,-18%,-18%
O=C(CCC1CCCC1)Nc1cc(C(F)(F)F)ccc1Cl,-14%,-10%
Cc1ccc(OCn2ccc(C(=O)NCc3c(C)nn(C)c3C)n2)c(C)c1,-3%,4%
FC(F)(F)CN1CCNCC1,4%,1%
COc1ccc(Nc2nc3ccccc3nc2NS(=O)(=O)c2ccc3c(c2)OCCO3)cc1Cl,-5%,15%
O=C(Cn1ccc2ccccc2c1=O)NCCC(=O)Nc1ccc(F)cc1F,3%,22%
O=C(OC1CCOC1=O)c1ccc([N+](=O)[O-])cc1Cl (stereo not drawn),10%,0%
Cc1cc(Cl)ccc1OCC(=O)NCc1cccc(NC(=O)C2CC2)c1,6%,2%

# 5 neighbouring records from above:
SMILES,UDG counter,AID inh
FC(F)(F)CN1CCNCC1,4%,1%
COc1ccc(Nc2nc3ccccc3nc2NS(=O)(=O)c2ccc3c(c2)OCCO3)cc1Cl,-5%,15%
O=C(Cn1ccc2ccccc2c1=O)NCCC(=O)Nc1ccc(F)cc1F,3%,22%
O=C(OC1CCOC1=O)c1ccc([N+](=O)[O-])cc1Cl (stereo not drawn),10%,0%
Cc1cc(Cl)ccc1OCC(=O)NCc1cccc(NC(=O)C2CC2)c1,6%,2%

# Next section.
SMILES,UDG counter,AID inh
CCCCCCCn1c(SCC(N)=O)nc2c1c(=O)[nH]c(=O)n2C,-1%,-10%
O=C(c1ccc(CSc2nc3ccncc3n2Cc2ccccc2)cc1)N1CCCCCC1,-7%,-18%
CCc1ccccc1N(CC)C(=O)C(=O)Nc1ccc2nc3n(c(=O)c2c1)CCCCC3,-17%[57.5 µM],?
CC(=O)NC1CC(=O)N(c2ccc3c(c2)OCCO3)C1 (stereo not drawn),-2%,1%
COc1ccc(CCNC(=O)CCc2c(C)noc2C)cc1OC,-3%,4%
COC(=O)/C=C/c1ccc(OS(C)(=O)=O)c(OC)c1,-11%,-6%
CCCCCC1C(O)CC(c2ccccc2)N(C)C1c1ccccc1 (stereo not drawn),-8%,-19%
COc1ccccc1OCC(C)N (stereo not drawn),-7%,-3%
CC(NC(=O)CSCc1cccc(Br)c1)C1CC2CCC1C2 (stereo not drawn),-10%,-15%
Cc1ccc(CNC(=O)c2ccc(N3CCCC3)c(NC(=O)Nc3ccc(F)c(Cl)c3)c2)cc1,-3%,-14%
O=C(Nc1nccs1)c1ccc(-c2ccc(Cl)cc2Cl)o1,2%,-2%
Cc1cccc(-c2nnc3n(CCc4ccccc4)c(=O)c4ccccc4n23)c1,2%,8%

# By substructure: those above containing a Cl atom.
SMILES,UDG counter,AID inh
O=C(CSc1nnc(-c2ccc(Cl)cc2)n1Cc1ccco1)N1CCOC1=O,-13%,-7%
O=C(CCC1CCCC1)Nc1cc(C(F)(F)F)ccc1Cl,-14%,-10%
COc1ccc(Nc2nc3ccccc3nc2NS(=O)(=O)c2ccc3c(c2)OCCO3)cc1Cl,-5%,15%
O=C(OC1CCOC1=O)c1ccc([N+](=O)[O-])cc1Cl (stereo not drawn),10%,0%
Cc1cc(Cl)ccc1OCC(=O)NCc1cccc(NC(=O)C2CC2)c1,6%,2%
Cc1ccc(CNC(=O)c2ccc(N3CCCC3)c(NC(=O)Nc3ccc(F)c(Cl)c3)c2)cc1,-3%,-14%
O=C(Nc1nccs1)c1ccc(-c2ccc(Cl)cc2Cl)o1,2%,-2%

# Further structures.
SMILES,UDG counter,AID inh
COc1ccc(Nc2cc(C(=O)NC3CCCC3)c3ccccc3n2)cc1,-14%[57.5 µM],11%
Cc1ccc(-c2noc(CNS(=O)(=O)c3ccc(F)cc3)n2)cc1,3%,-5%
CC(C)CNC(=O)NCCn1c(-c2ccccc2)nc2ccccc21,-7%,-10%
CCc1ccc(C(C)NC(=O)Cc2cccs2)cc1 (stereo not drawn),9%,3%
COc1ccc(CCNC(=O)CCc2cn(Cc3ccccc3Cl)c3ccccc23)c(OC)c1,3%,2%
CCc1nn(C(CC)C(=O)NCc2ccc(F)cc2)c(=O)c2cc3occc3n12 (stereo not drawn),7%,-16%
CCCCOc1ccc(NC(=O)CC(C)C)c2cccnc12,-15%,-9%
CC(NC(=O)c1ccc(C2SCCS2)cc1)c1cc2ccccc2o1 (stereo not drawn),-1%,-3%
Cc1c(C)c2ccc(OCC(=O)N3CCN(C(=O)C4COc5ccccc5O4)CC3)cc2oc1=O (stereo not drawn),12%,-8%
COC(=O)c1c(NC(=O)COc2cc(C)ccc2C(C)C)sc2c1CCC(C)C2 (stereo not drawn),21%,7%
CC(Oc1cccc(C(F)(F)F)c1)C(=O)NN (stereo not drawn),0%,9%
COC(=O)c1c(C)[nH]c(C(=O)C(C)OC(=O)C23CC4CC(CC(C4)C2)C3)c1C (stereo not drawn),0%,1%
C/C(=C\C(=O)NCc1ccccn1)CCc1ccccc1,-2%,2%
CCCCc1nn2c(=O)cc(COC(=O)c3ccccc3NC(=O)c3cccc(C)c3)nc2s1,-16%,-6%
Cc1nc(-c2ccc(Cl)cc2)sc1CCNC(=O)C(=O)Nc1ccc(F)cc1F,21%,21%
CCN(CC)C(=O)Oc1ccc2oc(=O)c(-c3ccc(OC)cc3)c(C)c2c1,0%,-13%
CC(C)CCn1nc(C(=O)NCCc2ccc(S(N)(=O)=O)cc2)c2ccccc2c1=O,0%,-13%
Cn1c(=O)c2c(SCC(=O)NCc3ccco3)nc(-c3ccccc3)nc2n(C)c1=O,12%,-1%
CCS(=O)(=O)c1ncc(N(Cc2ccc(F)cc2)Cc2ccco2)c(C(=O)Nc2cc(C)ccc2C)n1,6%,15%
CC(C)CCNC(=O)c1cn(C)c2ccc(S(=O)(=O)N3CCCC3)cc2c1=O,-6%[57.5 µM],-21%[57.5 µM]
CN1CCN(c2ncc3c(n2)CCN(Cc2cc(Br)cs2)C3)CC1,-6%,129%[activator]
CCc1ccc(-n2nc3ccc(NC(=O)c4ccc(C#N)cc4F)cc3n2)cc1,9%,7%
CCOc1ccccc1NC(=O)COC(=O)c1cc2c(C)nn(-c3ccc(F)cc3)c2s1,5%,-1%
CCOC(=O)c1ccc(NC(=O)CN2c3ccccc3S(=O)(=O)c3ccccc32)cc1,-11%,-3%
Cc1cccc(C(=O)Nc2cccc(-c3nn4c(C)nnc4s3)c2)c1,-9%,?
CN(C)c1nc2c(Br)c(Br)c(Br)c(Br)c2[nH]1,1%,3%
CSc1ccccc1C(=O)NC(C)C,-5%,-2%
CCOC(=O)c1cnc2c(ccc3ccccc32)c1Nc1ccc(OC)cc1OC,16%,-15%
COc1cc(C(=O)NC2(C(F)(F)F)C(=O)NC(C)=C2C#N)cc(OC)c1OC (stereo not drawn),-6%&-7%,-1%&6%
Cc1cc2[nH]c(=O)c(=O)[nH]c2cc1S(=O)(=O)N1CCN(c2ccccc2)CC1,-5%[57.5 µM],4%
COc1cc(C(=O)Oc2c(C)cccc2C)cc(Cl)c1OC(C)C,4%,-1%
N#Cc1ccccc1C(=O)c1ccc(Br)cc1,-10%,-15%
Clc1ccc2c(NN=C3CCCC3)ccnc2c1,-12%,16%
Cc1c(Cl)cccc1S(=O)(=O)Nc1cccc(NC(N)=O)c1,7%,-1%
Cc1cc(N2CCCCC2)nc2ccc(NC(=O)/C=C/c3ccccc3Cl)cc12,-7%,-9%
COc1ccccc1NC(=O)CSc1nc2c(oc3ccccc32)c(=O)n1Cc1ccco1,6%,4%
Cc1nc2cc(NC(=O)COc3ccc(F)cc3Cl)ccc2o1,-1%,5%
CNC(=O)c1ccccc1OCc1coc(-c2ccccc2)n1,4%,4%
Cc1ccccc1CNC(=O)c1cccc(NC(=O)c2nsc3ccccc23)c1,0%,-9%
COc1cc(NC(=O)CCc2c(C)nn(-c3ccc4nnc(C)n4n3)c2C)cc(OC)c1OC,-6%,0%
CCOc1ccc2nc(N3CCCC(C(=O)Nc4ccc(OC)c(Cl)c4)C3)sc2c1 (stereo not drawn),-11%,?
CCCCOc1ccc(C(=O)Nc2cc(-c3cn4cccnc4n3)ccc2OC)cc1,9%[57.5 µM],16%
NC(=S)NN=C1CCCCCCCCCCC1,-7%,-1%
CCOc1ccccc1-c1nc(Cn2nnc(C(=O)Nc3ccc4c(c3)OCCO4)c2N)c(C)o1,-2%,-5%
CCN(CCCNC(=O)CSc1cc(=O)n(C)c2cc(Cl)ccc12)c1ccccc1,?,-28%
O=C(Cn1ncc2c([nH]c3ccccc32)c1=O)NCc1cccc(Cl)c1,-13%[57.5 µM],-11%
COc1cc(C(=O)NC2CC(=O)N(c3cccc(F)c3)C2)cc(OC)c1OC (stereo not drawn),-13%,-7%
COc1cccc(CNC(=O)Cn2ncn3nc(-c4cccs4)cc3c2=O)c1,7%,40%[activator]
CC(C)(C)CC(=O)Nc1cccc(C(=O)O)c1,-9%,10%
Cc1ccc(NC(=O)Cn2cc(S(=O)(=O)c3ccc(C)cc3)c(=O)c3cc4c(cc32)OCO4)cc1,5%,34%[activator]
CN(C(=O)Cn1cc(S(=O)(=O)Cc2ccccc2Cl)c2ccccc21)c1ccccc1,3%,59%[activator]
CN(C)CCNC(=O)c1ccc(Cn2c(SCc3ccc(F)cc3)nc3cccnc32)cc1,-1%,-1%
Brc1ccc(-c2noc(C3CCCCC3)n2)cc1,-6%,-7%
CC(C)C(NC(=O)C(c1ccccc1)C1CCCC1)c1ccccc1 (stereo not drawn),-8%,-5%
COc1ccc(/C=C(/C(=O)c2ccccc2)c2nc3ccccc3s2)cc1O,-6%,52%[activator]
c1ccc(-c2nc(C34CC5CCC(CC(C5)C3)C4)cs2)cc1,-2%,1%
CCOc1ccccc1C(=O)Nc1cc2c(cc1C)n(C)c(=O)c(=O)n2C,-4%,19%
CCn1c(C)c(C)c2cc(C(=O)NCc3ccc(OC)cc3OC)ccc21,26%,-11%
Cc1ccc(C(=O)C(C#N)C(=O)NCc2ccccc2)cc1C (stereo not drawn),1%,-13%
COc1ccc(-c2nc3ccccc3o2)cc1NC(=O)COc1ccc(C)c(C)c1,-5%,?
# Later entries:
SMILES,UDG counter,AID inh
O=C(COC(=O)c1ccccc1-c1ccc(C(F)(F)F)cc1)c1cccc([N+](=O)[O-])c1,-7%,3%
O=C(Nc1ccccc1)c1nnc(C(=O)N2CCC(CC(=O)N3CCCCCC3)CC2)s1,-2%,-6%
O=C(O)C1CCN(C(=O)c2ccoc2)CC1,1%,-5%
COCCNC(=O)c1ccc(Cn2c(SCC(=O)NC(C)C)nc3ccccc3c2=O)cc1,-3%,32%[activator]
CCOc1ccc(NC(=O)c2c(NC(=O)Cc3ccccc3)sc3c2CCCC3)cc1,-2%,27%
CC1C(c2ccc(Cl)cc2)=[N+]([O-])C(C)(c2cccc([N+](=O)[O-])c2)N1O (stereo not drawn),-2%,-3%
Cc1cccc(N2CCN(C(=O)C3CCN(c4ncnc5c4nc4n5CCCCC4)CC3)CC2)c1C,-15%,?
Cc1ccc(-c2c(C(=O)N3CCN(c4ccc(F)cc4)CC3)oc(=O)c3ccccc23)cc1,-14%,4%
Clc1ccc(CCC2CCNCC2)cc1,0%,-4%
CCOC(=O)C1CCCN(C(=O)Cn2nc(CC)n3c(cc4occc43)c2=O)C1 (stereo not drawn),3%,-6%
COc1cccc(CNC(=O)Cc2ccc(NC(=O)N3CCCCc4ccccc43)cc2)c1OC,5%,-1%
CCOc1ccc(S(=O)(=O)N2CCC(c3ccncc3)CC2)cc1,-13%,0%

# The final two records of the part above open the next one.
SMILES,UDG counter,AID inh
COc1cccc(CNC(=O)Cc2ccc(NC(=O)N3CCCCc4ccccc43)cc2)c1OC,5%,-1%
CCOc1ccc(S(=O)(=O)N2CCC(c3ccncc3)CC2)cc1,-13%,0%
O=C(CCc1ncc(-c2c(F)cccc2F)o1)N1CCN(c2ccc([N+](=O)[O-])cc2)CC1,-9%,-11%
Cc1ccc(Nc2c(C(C)C)c(C)c(C#N)c3nc4ccccc4n23)cc1,?,?
CS(=O)(=O)Cc1cccc(C(=O)NCC(O)c2cccc(Cl)c2)c1 (stereo not drawn),10%,-6%
Cc1ccc(NC(=O)CCc2ncc(-c3ccccc3)o2)c(O)c1,3%,0%
COC(=O)C(C(=O)OC)=C1C2CC3CC(C2)CC1C3,3%,-4%
Cc1ccc(-n2ncc3c(NCCCn4ccnc4)ncnc32)cc1Cl,-13%,-19%
Cc1nc2cc(NC(=O)C(C)(C)Oc3ccc(Cl)cc3)ccc2o1,-6%,-4%
COc1cccc(C2CC(=O)Nc3c2c(=O)n(C)c2ncnn32)c1OC (stereo not drawn),14%,6%
CC(Sc1nnc(C2CC2)n1Cc1ccco1)C(=O)Nc1ccnn1C(C)C (stereo not drawn),6%,4%
CCCN(CCC)S(=O)(=O)NCc1ccnc(N2CCN(c3ccc(F)cc3)CC2)c1,7%,2%
O=C(c1cc(=O)c2cc(Cl)ccc2o1)N(Cc1ccccc1)C1CCS(=O)(=O)C1 (stereo not drawn),-8%[57.5 µM],-22%
CCc1cccc(NC(=O)Cn2c(=O)n(CCC(=O)NCC3CCCO3)c(=O)c3cc(OC)c(OC)cc32)c1 (stereo not drawn),6%,-3%
Cc1ccccc1C(=O)NC1CCCCC1,-7%,2%
CC1CCCN(S(=O)(=O)c2ccc(N3CCCCS3(=O)=O)cc2)C1 (stereo not drawn),-8%,-8%
Cc1cccc(NC(=O)C(Cc2ccccc2)NS(=O)(=O)c2ccc3c(c2)c(=O)n(C)c(=O)n3C)c1 (stereo not drawn),1%,-7%

# Source: PubChem BioAssay
